Jurkat NFkB inh = lowers PMA/ionomycin-induced NF-kB signal in Jurkat cells | PMA/ionomycin-induced NF-kB luciferase reporter, luminescence | inhibition, % at 4 µM | actives 0.53% (n = 330,000) | AID 435003
SENP7 block = inhibitors of human SENP7 protease; Q9BQF6; recombinant SENP7, Z-RLRGG-aminoluciferin luminescence, 40 min; inhibition, % at 5 µM; actives 1.5% (n = 330,000);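 active means inhibition above about 50% at the single test dose, limit read from the data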;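 further: plate controls were DMSO with enzyme for no effect and no enzyme buffer wells for full effect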
Target sequence (Q9BQF6 706-1050 limits assumed): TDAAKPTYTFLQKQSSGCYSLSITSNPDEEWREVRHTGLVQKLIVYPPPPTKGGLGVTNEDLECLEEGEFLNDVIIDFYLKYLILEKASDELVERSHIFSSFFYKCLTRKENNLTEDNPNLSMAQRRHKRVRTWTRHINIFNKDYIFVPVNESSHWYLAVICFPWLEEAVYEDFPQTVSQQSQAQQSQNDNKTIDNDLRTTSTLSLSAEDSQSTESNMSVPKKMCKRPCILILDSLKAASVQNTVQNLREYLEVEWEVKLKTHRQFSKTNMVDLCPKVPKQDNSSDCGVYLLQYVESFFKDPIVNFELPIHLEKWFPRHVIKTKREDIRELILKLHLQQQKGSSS
SENP8 block = inhibitors of human SENP8 protease. actives 1.2% (n = 330,000). inhibition, % at 10 µM. Q96LD8. purified SENP8, Z-RLRGG-aminoluciferin cleavage, luminescence
Target sequence (Q96LD8 whole entry, looked up): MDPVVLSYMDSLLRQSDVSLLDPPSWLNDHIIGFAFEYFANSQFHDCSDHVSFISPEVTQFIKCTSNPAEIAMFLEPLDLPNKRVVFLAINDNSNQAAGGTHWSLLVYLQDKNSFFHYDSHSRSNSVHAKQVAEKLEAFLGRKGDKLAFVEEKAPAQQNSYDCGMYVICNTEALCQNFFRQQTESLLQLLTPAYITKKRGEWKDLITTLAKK
Gli-Sufu block = antagonists of Gli-Sufu signaling; actives 0.74% (n = 340,000); inhibition, % at 5 µM; Sufu-KO-LIGHT fibroblasts, Gli luciferase reporter luminescence;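 active means inhibition above about 55%, limit read from the data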;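 further: 0% = DMSO-treated cells and 100% = wells with medium but no cells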
HKDC1 inhibitor = blocks human hexokinase HKDC1 activity | actives 0.16% (n = 340,000) | Q2TB90 | recombinant HKDC1, G6PDH/diaphorase resazurin coupled fluorescence | inhibition, % at 20 µM;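 active means inhibition above about 35% when tested at 20 µM, limit read from the data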;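 further: plate controls were DMSO wells with enzyme for no effect and DMSO wells lacking enzyme for full effect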
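Assay system – recombinant HKDC1 (HK5) hexokinase enzyme, produced in-house · Input – HKDC1 at 5 µg/mL · Reagent – glucose plus 1 mM ATP as hexokinase substrates · Timing – 90 min reaction incubation at room temperature, dark · Measured by – G6PDH/diaphorase-coupled fluorescence, 1 mM NADP, 100 µM resazurin, 525/613 nm · Benchmarks – DMSO-enzyme wells negative, buffer-substituted wells positive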
UBC13 inh = human UBC13 polyubiquitination inhibition | P61088 | UBC13 polyubiquitin chain formation, TR-FRET | inhibition, % at 20 µM | actives 0.47% (n = 330,000) | AID 485273; in the data active means inhibition above about 45%, passing the limit was not always enough
Target sequence (P61088 whole entry, looked up): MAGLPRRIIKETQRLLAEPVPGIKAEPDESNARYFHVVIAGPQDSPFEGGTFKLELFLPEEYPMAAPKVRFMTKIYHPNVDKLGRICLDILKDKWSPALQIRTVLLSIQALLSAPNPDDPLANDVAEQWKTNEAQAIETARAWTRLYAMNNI
697 NFkB inh = lowers PMA/ionomycin-induced NF-kB signal in 697 B cells; 697 B-cell NF-kB luciferase reporter, 16 h; inhibition, % at 4 µM; actives 0.33% (n = 330,000); in the data active means inhibition above about 35%
Apaf1 inhib = human Apaf-1 inhibition; O14727; reconstituted apoptosome caspase-3 activity, DEVD-Rh110 fluorescence; inhibition, % at 20 µM; actives 0.71% (n = 330,000); active means inhibition of at least 40% at 20 µM;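 further: plate controls were DMSO wells for no effect and DEVD-CHO caspase inhibitor wells for full effect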
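System: reconstituted apoptosome with Apaf-1, cytochrome c, caspase-9, procaspase-3, dATP; Signal: Rh110 fluorescence intensity; Schedule: 30 min compound preincubation, 50 min activation, room temperature; Reagent: cytochrome c trigger plus (Z-DEVD)2-Rh110 caspase-3 substrate.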
* marks the source's active call; other numbers are inactive results. Unless noted, no stated cut-off is given here; in the data, active means inhibition above about 50%; inactive means the rest.

nr | Structure | Jurkat NFkB inh | SENP7 block | SENP8 block | Gli-Sufu block | HKDC1 inhibitor | UBC13 inh | 697 NFkB inh | Apaf1 inhib
1 | O=C(O)c1c[nH]ccc1=O | 15 | 7 | -1 | 2 | -10 | -3 | 8 | -1
2 | O=C(c1ccc(COc2ccccc2Br)cc1)N1CCCCCC1 | -12 | 3 | -5 | 18 | -1 | 9 | -19 | 28
3 | CC(=O)N1CCc2cc(C(=O)CN3CCN(c4ccccc4F)CC3)ccc21 | -3 | -3 | 1 | -6 | -1 | -6 | 18 | 4
4 | O=C(CNC(=O)c1ccccc1F)NCCCN1CCCC1=O | -9 | 0 | 1 | -11 | 1 | 3 | 13 | 3
5 | COc1cc2c(cc1OC)C(COc1ccc(F)cc1)N(C(=O)c1ccco1)CC2 (configuration not stated) | 12 | 1 | 2 | 5 | 8 | 9 | -12 | 8
6 | CC(=O)Nc1ccc(N2N=C(C)C(N=Nc3ccccc3)C2=O)cc1 (configuration not stated) | -6 | 1 | -4 | -14 | -8 | -14 | -1 | -13
7 | CCCCOC(=O)c1ccc(NC(=O)COC(=O)CSc2nc(C)cc(C)n2)cc1 | -15 | 12 | -14 | -13 | -6 | -14 | -22 | 19
8 | O=C(Nc1ccc(NC(=O)c2ccc(Cl)c(S(=O)(=O)N3CCOCC3)c2)cc1)c1ccccc1 | 37 | 17 | 1 | -4 | 6 | -6 | -37 | -8
9 | COc1cc(-c2nn3c(-c4cccc(C)c4)nnc3s2)cc(OC)c1OC | -4 | -4 | 1 | 12 | 15 | 9 | 5 | -7
10 | CC(OC(=O)Cn1cnc2c1c(=O)n(C)c(=O)n2C)C(=O)NC1CCCCC1C (configuration not stated) | 6 | 4 | 1 | 4 | -1 | -2 | 8 | -3
11 | Cc1ccc(Nc2nc3nonc3[nH]c2=O)cc1 | -1 | 60* | 60* | -24 | 1 | -14 | -15 | 0
12 | O=C(CNC(=O)c1ccccc1)N=Nc1c(O)[nH]c2ccc(Br)cc12 | -1 | -14 | -9 | 30 | 3 | -15 | -6 | 10
13 | COc1cccc(/C=C/C(=O)OCC(=O)NC2CCCCCCC2)c1 | -11 | 3 | -1 | -8 | 0 | -5 | -36 | 19
14 | CCOC(=O)/C=C/c1ccc2c(c1)S(=O)(=O)N(c1cccc(OC)c1)[C@H]2CC(=O)OCC | -24 | 0 | -2 | 31 | 3 | -1 | 5 | 23
15 | CCCCc1c(O)nc2sccn2c1=O | 2 | -10 | -15 | 1 | -3 | -14 | -1 | 3
16 | O=C(OCn1nnc2ccccc2c1=O)c1ccc(N2CCOCC2)c([N+](=O)[O-])c1 | -2 | -6 | -12 | -6 | -7 | -19 | -13 | 12
17 | C=CCNC(=S)Nc1ccc2nsnc2c1 | 7 | 21 | 18 | -7 | 7 | -8 | -25 | 23
18 | O=C(CSc1ncccn1)NC(=O)Cc1ccccc1 | 3 | -6 | -11 | -5 | -8 | -1 | 20 | -6
19 | CCOC(=O)c1c(NC(=O)CC)sc(C(C)=O)c1C | 13 | 2 | 3 | -8 | -1 | 2 | 10 | -10
20 | CCCCC(CC(O)COCC(C)C)C(=O)NNC(=S)Nc1ccccc1 (configuration not stated) | 4 | 8 | 3 | 0 | 14 | -6 | -9 | -7
21 | COCCN(C(=O)CSc1nnc(-c2ccccc2C)n1C)c1c(N)n(Cc2ccccc2)c(=O)[nH]c1=O | -2 | 6 | -2 | 6 | -4 | 5 | 12 | -1
22 | CCCCN(C(=O)c1ccc(Cl)cc1)C1CC2CCC(C1)N2C (configuration not stated) | 6 | -3 | -2 | -4 | 0 | -3 | 2 | 11
23 | O=C(COC(=O)c1ccncc1)c1ccc(Cl)c(Cl)c1 | -1 | 7 | 4 | -12 | 5 | 15 | 15 | -10
24 | CCN(c1cccc(C)c1)c1nc2ccsc2c(=O)s1 | 0 | 3 | -5 | 22 | -2 | 22 | -1 | 1
25 | C/C(=C(\C#N)C(=O)NC1CCCCC1)N(C)C | 0 | -7 | -10 | -13 | -11 | -4 | 0 | -8
26 | COc1ccc(C(=O)OCC(=O)Nc2ccc(OC)c(S(=O)(=O)N3CCCCC3)c2)cc1[N+](=O)[O-] | -21 | -7 | -11 | -13 | 4 | -7 | 2 | 15
27 | Clc1ccc(CN=C2Nc3ccccc3CS2)cc1 | -102 | 60* | 44 | -113 | 13 | 10 | -122 | 8
28 | CN1CCN(S(=O)(=O)c2ccc(NC(=S)NC(=O)C(C)(C)C)cc2)CC1 | -14 | 12 | 3 | 2 | -8 | 3 | -7 | 15
29 | O=C(CSc1nnc(-c2cccs2)n1-c1ccccc1)N1CCCC1 | -22 | 0 | 5 | 2 | -1 | 16 | 4 | -18
30 | CCn1c2ccccc2c2cc(NC(=O)C(C)C)ccc21 | 8 | 0 | 7 | 8 | -12 | 4 | 14 | -12

Remaining list, next part
nr | Structure | Jurkat NFkB inh | SENP7 block | SENP8 block | Gli-Sufu block | HKDC1 inhibitor | UBC13 inh | 697 NFkB inh | Apaf1 inhib
31 | CCOC(=O)c1ccc(N=Nc2c(C)[nH]n(-c3ccccc3)c2=O)cc1 | 7 | -3 | 17 | 11 | -4 | -20 | 9 | 6
32 | COc1ccc(S(=O)(=O)N2CN3CCN(C3)C2)cc1 | -24 | 1 | -16 | -33 | 1 | -8 | -27 | -8
33 | CCC(=O)c1ccc(OCC(=O)OCC(=O)Nc2cccc(S(=O)(=O)N3CCCC3)c2)cc1 | -7 | -1 | -2 | 8 | -2 | 8 | 2 | 2
34 | Cn1nnc2c(NCc3ccco3)nccc21 | -6 | -7 | -5 | 0 | -3 | 2 | -12 | 9
35 | Cc1cc(-c2n[nH]c(=S)n2/N=C/C=C/c2ccccc2)n[nH]1 | -1 | 4 | -3 | -8 | -10 | -9 | 6 | 12
36 | Cc1cc(-n2nnc3ccccc32)nc2ccccc12 | -11 | 3 | 9 | -26 | -3 | 6 | -5 | -1
37 | COc1cc2cc(CN(Cc3cccnc3)C(=O)Nc3ccccc3F)c(=O)[nH]c2cc1OC | 7 | -2 | -3 | 23 | -7 | 11 | 12 | -5
38 | COc1ccc(OC)c(Nc2nc(N)c([N+](=O)[O-])c(NCc3ccccc3)n2)c1 | 4 | -9 | -5 | 16 | -6 | -7 | -9 | -2
39 | COc1ccc(NC(=O)[C@H](C)NC(=O)C2CCN(S(=O)(=O)c3ccc(OC)cc3)CC2)cc1 | 26 | 13 | -8 | 4 | -4 | -2 | -4 | 8
40 | O=C1c2ccccc2NC(c2ccccn2)N1NS(=O)(=O)c1ccccc1 (configuration not stated) | 14 | 1 | 4 | -3 | -4 | 14 | -5 | -7
41 | COc1ccc(C(=O)NC2CC(C)(C)Cc3c2cnn3-c2ccccc2)c(OC)c1 (configuration not stated) | 2 | -2 | -9 | 14 | 4 | -10 | -15 | 15
42 | CCOc1ccc(/C=C/C(=O)CCC(=O)O)cc1 | -12 | 63* | 41 | -31 | 8 | 3 | -96 | 0
43 | Fc1ccc(C2=NN(c3ccccc3)C(c3ccco3)C2)cc1 (configuration not stated) | -19 | 1 | -6 | -16 | -5 | 16 | -35 | 7
44 | COc1ccc(C(=O)NN2C(=O)C3C4C=CC(O4)C3C2=O)cc1 (configuration not stated) | -2 | 4 | -5 | 18 | -9 | 4 | 11 | 2
45 | CCOC(=O)C1CCN(C(=O)CC(C)S(=O)(=O)c2ccc3c(c2)NC(=O)CO3)CC1 (configuration not stated) | 15 | 0 | 5 | -7 | -7 | -1 | -16 | -3
46 | Cc1c(C(=O)O)sc2nc(/C=C/c3ccccc3OC(F)F)[nH]c(=O)c12 | -2 | -9 | -10 | -12 | -4 | -11 | 4 | 11
47 | CC(C)N1CCN(CC2COc3ccccc3O2)CC1 (configuration not stated) | -35 | -6 | -8 | 33 | -1 | -2 | -9 | 16
48 | CS(=O)(=O)N(CC(=O)N1CCN(c2ccccc2)CC1)c1ccccc1Cl | 13 | 8 | -3 | 2 | -8 | 4 | 7 | -164
49 | O=C(Nc1ccc(S(=O)(=O)Nc2nccs2)cc1)c1cc(=O)[nH]c2ccccc12 | -5 | -4 | -3 | 0 | -3 | -5 | -5 | 10
50 | CCOC(=O)c1nnn(-c2ccccc2)c1C | -11 | 6 | 8 | -16 | -8 | 3 | 5 | -8
51 | COCCn1c(=O)[nH]c2cc(C(=O)Nc3cccc(F)c3)ccc2c1=O | -21 | -6 | -5 | -11 | -8 | 13 | -2 | -19
52 | CC1=CC(C)(C)Nc2ccc(OC(=O)CN3C(=O)C4CCCCC4C3=O)cc21 (configuration not stated) | -11 | -8 | -7 | 4 | 12 | -12 | 21 | 24
53 | CC(C)C(NC(=O)C12CC3CC(CC(C3)C1)C2)C(=O)N/N=C/C1=C(N2CCOCC2)C(=C\c2cccc([N+](=O)[O-])c2)/CC1 (configuration not stated) | 4 | -9 | -8 | 1 | 12 | -35 | -11 | 10
54 | Cc1cc(Cl)ccc1OCC(=O)NNC(=O)C1CSC2(C)CCC(=O)N12 (configuration not stated) | 2 | 2 | 7 | -11 | -1 | 0 | 15 | 0
55 | CC(C)(C)NC(=O)NC(=O)CN1CCCCCCC1 | -5 | -5 | -4 | -4 | -1 | -9 | -10 | 13
56 | COc1ccc(-n2c(SCC(=O)Nc3ccccc3OC)nc(O)cc2=O)cc1 | 15 | 13 | -1 | -1 | -8 | -10 | -9 | 7
57 | O=C1NCC(=O)N2C(c3ccccc3)c3[nH]c4ccccc4c3C[C@@H]12 (some centres not stated) | -13 | 5 | 7 | -14 | -1 | 10 | 12 | 5
58 | COc1ccccc1C(=O)NC(C(=O)NCCc1nc2ccccc2[nH]1)=C(C)C | 2 | 1 | 4 | -10 | -7 | -2 | -7 | 5
59 | Cc1ccc(S(=O)(=O)Nc2ccccc2CNc2cccc(C)n2)cc1 | 16 | 0 | -3 | 6 | -3 | 15 | -1 | 3
60 | CC(C)c1nnc(NC(=O)CC(C)c2ccccc2)s1 (configuration not stated) | 0 | -3 | 3 | -17 | -8 | 2 | -19 | 1
61 | O=[N+]([O-])c1ccc(N(CC(O)CN2CCCCC2)S(=O)(=O)c2ccccc2)cc1 (configuration not stated) | -17 | -2 | -1 | -15 | -1 | 6 | 13 | 3
62 | O=C(Cc1cccs1)Nc1ccon1 | -2 | -8 | -6 | 4 | -3 | -3 | 22 | -13

Rewritten with values under each structure: part of the list above
Value order: Jurkat NFkB inh	SENP7 block	SENP8 block	Gli-Sufu block	HKDC1 inhibitor	UBC13 inh	697 NFkB inh	Apaf1 inhib
51. COCCn1c(=O)[nH]c2cc(C(=O)Nc3cccc(F)c3)ccc2c1=O
  -21	-6	-5	-11	-8	13	-2	-19
52. CC1=CC(C)(C)Nc2ccc(OC(=O)CN3C(=O)C4CCCCC4C3=O)cc21 (configuration not stated)
  -11	-8	-7	4	12	-12	21	24
53. CC(C)C(NC(=O)C12CC3CC(CC(C3)C1)C2)C(=O)N/N=C/C1=C(N2CCOCC2)C(=C\c2cccc([N+](=O)[O-])c2)/CC1 (configuration not stated)
  4	-9	-8	1	12	-35	-11	10
54. Cc1cc(Cl)ccc1OCC(=O)NNC(=O)C1CSC2(C)CCC(=O)N12 (configuration not stated)
  2	2	7	-11	-1	0	15	0
55. CC(C)(C)NC(=O)NC(=O)CN1CCCCCCC1
  -5	-5	-4	-4	-1	-9	-10	13
56. COc1ccc(-n2c(SCC(=O)Nc3ccccc3OC)nc(O)cc2=O)cc1
  15	13	-1	-1	-8	-10	-9	7
57. O=C1NCC(=O)N2C(c3ccccc3)c3[nH]c4ccccc4c3C[C@@H]12 (some centres not stated)
  -13	5	7	-14	-1	10	12	5
58. COc1ccccc1C(=O)NC(C(=O)NCCc1nc2ccccc2[nH]1)=C(C)C
  2	1	4	-10	-7	-2	-7	5
59. Cc1ccc(S(=O)(=O)Nc2ccccc2CNc2cccc(C)n2)cc1
  16	0	-3	6	-3	15	-1	3
60. CC(C)c1nnc(NC(=O)CC(C)c2ccccc2)s1 (configuration not stated)
  0	-3	3	-17	-8	2	-19	1
61. O=[N+]([O-])c1ccc(N(CC(O)CN2CCCCC2)S(=O)(=O)c2ccccc2)cc1 (configuration not stated)
  -17	-2	-1	-15	-1	6	13	3
62. O=C(Cc1cccs1)Nc1ccon1
  -2	-8	-6	4	-3	-3	22	-13

Assay outcomes deposited in PubChem by Sanford-Burnham Center for Chemical Genomics.
